Screens: PubChem, Fisher Drug Discovery Resource Center
mcGAS inh – inhibitors of mouse cGAS | 0.15% of 160,000 active | recombinant cGAS, Kinase-Glo ATP depletion luminescence | Q8C6L5 | inhibition, % at 12.5 µM;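 further: 0% = negative control wells and 100% = reference inhibitor with no enzyme activity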
NPYLR7 ag – mosquito NPYLR7 agonism. HEK293T NPYLR7/Galpha15, GCaMP6s calcium fluorescence. activation, % at 10 µM. 0.15% of 270,000 active; in the data active means activation above about 40%;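 further: 0% = vehicle and 100% = reference agonist at the receptor; some compounds past the cut are filed as inactive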
hcGAS lum – blocks human cGAS activity. Q8N884. recombinant h-cGAS, ATP depletion, Kinase-Glo luminescence. inhibition, % at 12.5 µM. 0.081% of 290,000 active. AID 1259398;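 further: 0% = vehicle reaction and 100% = reaction without DNA for no activity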
Target sequence (Q8N884 whole entry, looked up): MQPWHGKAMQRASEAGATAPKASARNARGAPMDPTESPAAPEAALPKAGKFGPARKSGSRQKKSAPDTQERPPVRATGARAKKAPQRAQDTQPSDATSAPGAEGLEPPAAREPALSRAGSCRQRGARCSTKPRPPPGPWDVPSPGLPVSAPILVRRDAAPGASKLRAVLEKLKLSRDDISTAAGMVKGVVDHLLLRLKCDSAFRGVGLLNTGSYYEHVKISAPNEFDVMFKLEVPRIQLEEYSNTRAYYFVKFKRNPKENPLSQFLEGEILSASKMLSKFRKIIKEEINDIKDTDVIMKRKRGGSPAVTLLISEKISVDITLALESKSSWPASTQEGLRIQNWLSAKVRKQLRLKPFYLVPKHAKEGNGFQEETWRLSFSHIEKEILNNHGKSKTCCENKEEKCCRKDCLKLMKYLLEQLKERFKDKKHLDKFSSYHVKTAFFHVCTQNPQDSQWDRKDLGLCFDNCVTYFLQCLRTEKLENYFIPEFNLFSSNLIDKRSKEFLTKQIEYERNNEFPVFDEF
* = called active by the depositor; . = no result given; & = joins results of further samples; ! = not confirmed by another sample. Unless noted, no stated cut-off is given here; in the data, active means inhibition above about 40%; inactive means the rest.

A first look (three entries):
SMILES | mcGAS inh | NPYLR7 ag | hcGAS lum
O=C1CCC(C(=O)OCC(=O)c2ccc(Br)s2)=NN1 | -4 | 6 | -4
CC(C)ON1C(=O)C2C3C=CC(O3)C2C1=O (stereo not given) | -7 | 0 | -8
C=CC[C@@H]1CC=C[C@@H](C)N1C(=O)CCc1nnc(Cc2cc(OC)ccc2OC)o1 | . | 1 | -9

All compounds of this part, previewed entries included:
SMILES | mcGAS inh | NPYLR7 ag | hcGAS lum
O=C1CCC(C(=O)OCC(=O)c2ccc(Br)s2)=NN1 | -4 | 6 | -4
CC(C)ON1C(=O)C2C3C=CC(O3)C2C1=O (stereo not given) | -7 | 0 | -8
C=CC[C@@H]1CC=C[C@@H](C)N1C(=O)CCc1nnc(Cc2cc(OC)ccc2OC)o1 | . | 1 | -9
COc1ccccc1CNC(=O)CSc1ccc(-c2sc(C)nc2C)nn1 | -7 | 1 | -5
COCCN1C(=O)N(Cc2ccccc2)C2(CCN(Cc3ccc4c(c3)CCO4)CC2)C1=O | -15 | 7 | -5
Cc1ccc(CNC(=O)c2c(O)nc3c(C)cccn3c2=O)cc1 | -5 | -2 | -9
Cc1cc(COC(=O)C2=CN3CCS(=O)(=O)N=C3C=C2)no1 | . | 6 | -2
CCOc1ccc(-c2nc3ccc(Br)cn3c2NC2CCCCC2)cc1 | -9&-5 | 6&-1 | -2&-2
C=CCN(CC(=O)N(Cc1ccc(F)cc1)Cc1ccc(C)s1)C(=O)C1CC1 | -5 | . | -4
Cc1ccc(S(=O)(=O)C=C(O)c2ccc[nH]2)c(C)c1 | . | 4 | -7

Some of the entries so far, as a markdown table:
| structure | mcGAS inh | NPYLR7 ag | hcGAS lum |
| --- | --- | --- | --- |
| Cc1ccc(S(=O)(=O)C=C(O)c2ccc[nH]2)c(C)c1 | . | 4 | -7 |
| COc1ccccc1CNC(=O)CSc1ccc(-c2sc(C)nc2C)nn1 | -7 | 1 | -5 |
| COCCN1C(=O)N(Cc2ccccc2)C2(CCN(Cc3ccc4c(c3)CCO4)CC2)C1=O | -15 | 7 | -5 |

The results go on.
SMILES | mcGAS inh | NPYLR7 ag | hcGAS lum
COc1cc(CN[C@@H]2CS(=O)(=O)C[C@H]2O)ccc1OCc1cccc(F)c1 | . | -17 | 4
c1ccc(-c2ccc(-c3[nH]ncc3CN3CCN(c4ncccn4)CC3)cc2)cc1 | -3 | 0&0 | -4&0
CC(C)C(=O)N1CCC(NCc2ccc(OCCO)cc2Br)CC1 | . | 0 | -8
O=C(O)c1cn(Cc2cccc(F)c2)nc1OCc1cccc(F)c1 | . | -5 | -6
CCN1CCN(c2nc(N)c([N+](=O)[O-])c(N3CCCCC3)n2)CC1 | . | 1 | -6
Cc1cc2ncn(CCOc3ccccc3C#N)c2cc1C | . | 26 | -11
CCC(CC)C(=O)N(C)c1c(C)nc2ccc(C(=O)Nc3cccc(NS(C)(=O)=O)c3)cn12 | -2 | 18 | -5
O=C(NCC1CCCO1)[C@@]1(OCc2ccccc2F)CC(OCc2ccc(C(F)(F)F)cc2)[C@H](O)[C@H](O)C1 (stereo not given in full) | -6 | 1 | 1
COc1cc(NCC2CCN(C(=O)C(C)C)CC2)ncn1 | . | 3 | -1
COc1cn(CC(N)=O)c(CSc2nc(C)cc(C)n2)cc1=O | -9 | -3 | -10
O=C(O)[C@H]1C[C@H](C(=O)N2CCOCC2)CN(Cc2cc3ccccc3o2)C1 | . | 2 | -2
COc1ccc(C=C2CCCC3C2=NN(C(=O)CCl)C3c2ccc(OC)cc2)cc1 (stereo not given) | -5 | -3 | -4
C=CCN(Cc1nc2sc3c(c2c(=O)[nH]1)CCC3)CC(O)COc1ccccc1 (stereo not given) | -7 | 5 | -10
CCC(C)NC(=O)c1c(C(F)(F)F)nn(C2CCCN(C(C)C)C2)c1C (stereo not given) | . | 14 | -8
CCCCn1c(=O)[nH]c(=O)c2c1nc(Cn1ncc(Cl)c(Cl)c1=O)n2CCC | -10 | 12 | -4
COc1ccc(C(N)c2ccccc2)cc1Br (stereo not given) | . | 15 | -7
CC(=O)N[C@@H](Cc1cnc[nH]1)C(=O)N1CCC(CO)(Cc2ccccc2)CC1 | . | 0 | -10
COc1ccc(CC2CCN(C(=O)[C@H](C)OC(C)=O)CC2)cc1 | -7 | 3 | -8
COc1ccc(-c2cc(CN3CCN(S(=O)(=O)c4ccc(OC)cc4)CC3)on2)cc1 | -7 | -5 | -5
CCc1c(C)nc(-n2nc(C)cc2NC(=O)COc2ccc(Cl)cc2Cl)[nH]c1=O | -8 | 12 | -12
O=C(NCc1nn(Cc2ccccc2)c(=O)c2ccccc12)c1ccccc1 | -8 | -3 | -1
Cc1cc(C)cc(N2CCn3c2nc2c3c(=O)n(CCN3CCOCC3)c(=O)n2C)c1 | . | -2 | -12
CCCCn1c(N)c(N(CCOC)C(=O)c2cc(-n3c(C)ccc3C)ccc2Cl)c(=O)[nH]c1=O | . | -2 | -4
C[N+]1(CCCCC[N+]2(C)CCCC2)CCCC1 | -5&-3 | -11&7&-2&-2 | -2&-4&-3&-4
Cc1ccc2ccccc2c1CN1CCN(c2c([N+](=O)[O-])c(=O)n(C)c3ccccc23)CC1 | . | 12 | -8
Cc1cc(C)n2[nH]c(=S)nc2n1 | -5 | 8 | -4
CCOC(=O)c1nn(-c2ccccc2Cl)c(=O)cc1OS(=O)(=O)N(C)C | -6 | -1 | -2
CCCc1[nH]n(-c2ccccc2)c(=O)c1C1=C(N2CCOCC2)C(=O)N(Cc2ccccc2)C1=O | -4&-3 | 0&0 | -3&3
O=C(Nc1ccc2nc([C@@H]3O[C@H](CO)[C@@H](O)[C@H](O)[C@H]3O)[nH]c2c1)c1sccc1Cl | -3 | 3 | -2
COc1ccc(-c2cnc(CN3CCCCC3CNC(=O)OC(C)(C)C)o2)cc1 (stereo not given) | . | 6 | -12
CCOC(=O)C1(Cc2cccc(OC)c2)CCN(C2CCOCC2)CC1 | 1 | -2 | 2
Cc1cc(C(=O)N(CCCN(C)C)c2nc3c(C)ccc(Cl)c3s2)on1 | . | 0 | 5
Cc1cccc(Nc2ccccc2C(=O)N2CCNC(=O)C2)c1C | -7 | 4 | -1
CCOC(=O)C1CCN(C(=O)c2cc(-c3ccc(OC)cc3)nc3cc(C(C)(C)C)nn23)CC1 | -8 | 0 | -6
CSc1ncc(CN2CCC(n3nccc3NC(=O)C3CCCC3)CC2)cn1 | . | 13 | -2&-6
COc1ccc(S(=O)(=O)N2CCN(c3nc(CCc4ccccc4)nc4sc(C)c(C)c34)CC2)cc1 | -3 | -2 | -8
Cc1cc(C)n(CCCN(C)c2cc(N(C)C)ncn2)n1 | . | 8 | -5
Cc1ccc2cc(C3(O)CCN(C(=O)C4(C)CCCCO4)CC3)ccc2n1 (stereo not given) | -20 | 8 | -7
O=C(CC1S/C(=N/N=C\c2ccco2)NC1=O)Nc1ccc(C(=O)O)cc1 (stereo not given) | -5 | 4 | 0
COc1ccc(CN2CCN(C)C(C(=O)O)C2)cc1O (stereo not given) | 0 | . | -3
COc1cc2c(C#N)c(N3CCc4ccccc4C3)nc(N)c2c(N)n1 | -9 | -5 | -6
c1ccc(COCc2c(-c3ccccc3)ncn2CC2CCOCC2)cc1 | -17 | 7 | -6
CC(=O)Nc1ccc(CC(=O)N2CCOC(c3ccc(F)cc3)C2)cc1 (stereo not given) | . | 2 | -7
COc1cc(=O)n(-c2ccc(C)cc2)nc1C(=O)Nc1ccc(Oc2ccccc2)cc1 | -8 | 6 | -11
CNc1nc2cnc(-c3ccc(O)c(OC)c3)cc2n1Cc1ccccc1 | -8 | 4 | -3
O=C(Nc1cccc(-c2ccc(F)cc2)c1)C1CCCN(C(=O)c2cccs2)C1 (stereo not given) | -3 | -7&-6 | -2&-2
CC(C)Cn1ccnc1CNc1cccc(F)c1C#N | . | 1 | -9
CC(=O)NC(C(=O)N=c1sc2ccccc2n1C)C1CCCC1 (stereo not given) | . | -5 | -1
COC(=O)c1ccc(CN2CCc3c(c(C(=O)NCc4ccccc4)nn3C)C2)cc1 | -5 | 12 | -14
O=C(COC(=O)c1ccc2c(c1)CCC2)NCC(F)(F)F | . | 4 | -5

Further results follow:
SMILES | mcGAS inh | NPYLR7 ag | hcGAS lum
COc1ccccc1CNC(=O)C1CCC(=O)N(CCCc2ccccc2)C1 (stereo not given) | . | 3&5 | -5&-8
O=C(CCc1nnc(-c2ccsc2)o1)N1CCCCC1CCc1ccccn1 (stereo not given) | . | -4 | 3
CCn1c(SC)nc2c([nH]c3ccccc32)c1=O | -7 | -3 | 3
COc1ccc(CCNc2ncc3c(n2)c(=O)c(C#N)c2ccccn23)cc1OC | . | 1 | -6
CCCCSc1nc2c(c(=O)[nH]1)C(c1ccc(C(C)C)cc1)C(C(=O)OC)C(C)=N2 (stereo not given) | . | -7 | -3
COCCNC(=O)Cn1cc(-c2nnc(-c3ccccc3)o2)c2ccccc21 | -6 | 0 | -4
COc1ccc(C(=O)Nc2ccc(-c3nc4cc(C)cc(C)c4o3)cc2)cc1OC | -4 | 3 | -5
CC(C)(C)N(CC(C#N)CCC#N)c1n[nH]c(=S)s1 (stereo not given) | . | 2 | -2
CC(C)Cn1ccnc1-c1ccccc1Cn1cccn1 | -9 | 0 | -8
Cc1nc(-n2ccc3nc4ccn(C5CCCCCC5)c(=O)c4cc3c2=O)n[nH]1 | . | 4 | -2
Cc1nnc(CNC(=O)CCSc2ccc3c(c2)OCCO3)o1 | . | -2 | 1
O=S1(=O)CCC(N2CCSC2=Nc2ccc(Cl)cc2)C1 (stereo not given) | . | -2 | -9
N#CC(Cc1ccc(O)c(O)c1)C(=O)N1CCc2ccccc21 (stereo not given) | -2 | -1 | 3
CC(=O)Nc1sc2c(c1-c1nc3ccccc3s1)CCC(C)C2 (stereo not given) | . | -1 | -9
CCOC(=O)C1=C(C)NC(=O)NC1c1ccc([N+](=O)[O-])cc1 (stereo not given) | -4 | 1 | -4
COc1ccc(OC)c(C2SCC(=O)N2CCC(=O)O)c1 (stereo not given) | -5 | -1 | -2
O=C(CCN(c1nc(-c2ccc(F)cc2)nc2ccccc12)C1CCCCC1)NCc1ccccc1 | -3 | 1 | 2
O=C(NCCNc1cccnc1)[C@H]1CCCO1 | 2 | -1 | 0
Oc1c2cccnc2cn1CCc1csc(-c2cccnc2)n1 | -9 | 0 | -8
CN(C)C(=O)CN(C)S(=O)(=O)c1ccc(F)c(F)c1 | . | 6 | 0
O=C1c2cccc3c(NCC(O)CCl)ccc(c23)C(=O)N1c1ccccc1 (stereo not given) | -4&2 | 94*! | -5&5
O=C1NC2(CCc3ccccc3C2)Nc2cc(Cl)ccc21 (stereo not given) | . | 0 | 5
O=C(C1CC1)N(c1ccccc1)C1C=CS(=O)(=O)C1 (stereo not given) | -4 | 11 | -5
O=C(Nc1cccc(F)c1)N1CCN(CC(OCc2c(F)cccc2F)c2ccc(Cl)cc2)CC1 (stereo not given) | -5 | . | -5
CCOC(=O)c1ccc(NC(=O)N(CCN2CCCC2)CC(=O)N(CCc2ccc(OC)c(OC)c2)Cc2sccc2C)cc1 | -4 | -1 | -8
C=CCSc1nnc(-c2cc(OC)cc(OC)c2)n1CC=C | -3 | 11 | -2
O=C(O)c1cccc(-c2noc(-c3ccccc3F)n2)c1 | -7 | -1 | -6
COc1ccccc1C1c2c(n[nH]c2-c2cc(OC)c(OC)c(OC)c2)OC(=N)C1C#N (stereo not given) | . | 37 | -2
O=c1cc(-c2ccccc2)[nH]n1-c1nc2ccccc2s1 | 30 | -7 | 55*
FC(F)(F)c1ccc2c(c1)CCCN2Cn1nc2ccccn2c1=S | -7 | 4 | -3

One compound at a time (already shown):
`FC(F)(F)c1ccc2c(c1)CCCN2Cn1nc2ccccn2c1=S` in the list: mcGAS inh: -7; NPYLR7 ag: 4; hcGAS lum: -3
`COc1ccccc1C1c2c(n[nH]c2-c2cc(OC)c(OC)c(OC)c2)OC(=N)C1C#N` (stereo not given) in the list: mcGAS inh: .; NPYLR7 ag: 37; hcGAS lum: -2
`O=C(O)c1cccc(-c2noc(-c3ccccc3F)n2)c1` in the list: mcGAS inh: -7; NPYLR7 ag: -1; hcGAS lum: -6

The list goes on.
SMILES | mcGAS inh | NPYLR7 ag | hcGAS lum
Cc1nc2sc(C)c(C)n2c(=O)c1NC(=O)c1cccs1 | . | 15 | -12
CCN1C(=O)N(Cc2cccc(OC)c2)C(=O)C12CCN(Cc1ccccc1Cl)CC2 | -16 | 10 | -5
Cc1cc(-c2ccccc2)nc2cc(C(=O)Nc3ccc4c(c3)OCO4)nn12 | 2 | -7 | 6
CCc1nc2c(OCCC3CCCCC3)cccn2c1N(C)C(=O)COc1ccccc1 | -4 | 7 | -1
Cn1c(-c2nc(C(=O)N3CCNC(=O)C3)cs2)cc2ccccc21 | . | 0 | 1
CC(C)(C)c1ccc(CC(=O)N2CCC2(C)C(=O)NS(=O)(=O)c2ccccc2Cl)cc1 (stereo not given) | . | 6 | -8
NC(=O)c1cc(NC(=O)C2CCC2)ccc1Cl | -14 | 7 | -8
Cc1nn(C(C)C)c(C)c1CN(C)C(=O)C1CCCCO1 (stereo not given) | -6 | . | -11
OC(CNc1nc(-c2cccnc2)nc2sc3c(c12)CCC3)C(F)(F)F (stereo not given) | -18 | 1 | -6
COc1ccc(C2=NN(C(=O)CN3CCC4(CC3)OCCO4)C(c3ccccc3Cl)C2)c(OC)c1 (stereo not given) | 2 | -5 | 4
CN1C[C@H](O)[C@]2(CCN(Cc3ccc(OC(F)(F)F)cc3)C2)S1(=O)=O | -6 | 4 | 3
O=S(=O)(c1ccc(F)cc1)N1CCC(N2CCCCC2)CC1 | -4 | 7 | -8
CC(C)n1cc(CN2CCC(C(=O)Nc3cccc(-c4cccc(Cl)c4)c3)CC2)cn1 | 0 | -5 | -3
